Compound activity as filed in PubChem BioAssay.
Epigenetic derep – epigenetic control regulation, reporter derepression. hit rate 0.2% among 280,000. murine LDR cells, GFP reporter derepression, 30 h. Potency, µM (doses to about 53.9 µM), for inactives: at the highest dose GFP activation, most hits filed as activators; active means well fitted activation curve with a large enough effect; inconclusive means small, poorly fitted or top-dose-only effect; further: % of control where 0% means no effect; nearly all actives have a fitted effect of over 60% in size
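Murine LDR cells carrying a silenced, genomically integrated CMV-driven GFP reporter were exposed to compound for 30 hours at 37 C. After PBS washes, GFP-positive cells (20–120 um objects) were counted by laser-scanning microplate cytometry.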
Starred values were filed as active, the others as inactive; ? = inconclusive. Potency means the concentration at half of the fitted maximal effect. These rows are one share of the data; rates above refer to the full screens.

nr	Structure	Epigenetic derep
1	O=C(Nc1ccc(Cl)cc1)c1cc2c(Cl)nc3ccccc3c2s1	8.9%
2	O=C(Cn1c(=O)nc(-c2ccccc2)c2cc(Cl)ccc21)NCCCc1ccccc1	-1.8%
3	COc1ccc(CCNC(=O)Cn2cc(C(=O)c3ccc(F)cc3)c(=O)c3ccc(C)nc32)cc1OC	13%
4	CCn1nnc2cc(C(=O)Nc3ccc(Br)cc3F)ccc21	-0.1%
5	Cc1cc(C)cc(NC(=O)c2cc(S(=O)(=O)N3CCC(C)CC3)cn2C)c1	3.9%
6	C#CCOc1ccc(-c2nnc(Nc3ccc(NC(C)=O)cc3)c3ccccc23)cc1	2.0%
7	Cc1ccc(-c2nsc(NC(=O)c3oc4cc(C)c(Cl)cc4c3C)n2)cc1	9.0%
8	Cc1ccc(NC(=O)N2CCc3cc(S(=O)(=O)N4CCC(C)CC4)ccc32)cc1C	3.6%
9	O=C(CSc1nc2c(sc3ccccc32)c(=O)n1CCCC(=O)NC1CCCC1)Nc1ccc(F)cc1	0.0%
10	CCOc1ccc(CCNS(=O)(=O)c2c(C)nc3sc(C)cn3c2=O)cc1OCC	-0.5%
11	O=C1CCSc2ccc(S(=O)(=O)Nc3cccc(C(F)(F)F)c3)cc2N1	2.3%
12	COc1cc(OC)c(N(C)C(=O)c2sc3nc4n(c(=O)c3c2C)CCCC4)cc1Cl	0.0%
13	CCOC(=O)c1c(C)[nH]c(C)c1S(=O)(=O)N(C)CC(=O)N1CCN(c2cccc(Cl)c2)CC1	-1.1%
14	Cc1cc(C)c(NC(=O)c2ncoc2-c2ccco2)c(C)c1	12%
15	O=C(CSc1nc(=O)n(CCN2CCOCC2)c2c1CCC2)Nc1ccccc1	1.1%
16	CCn1ccc2cc(S(=O)(=O)N3CCC(C(=O)NCc4cccc(C)c4)CC3)ccc21	-1.7%
17	CCOc1ccc(CC(=O)NCc2ccc3c(c2)CCN3C(C)=O)cc1OCC	-0.5%
18	Cc1nc2sccn2c(=O)c1S(=O)(=O)Nc1ccc(N2CCN(C(=O)C(C)C)CC2)cc1	2.1%
19	COc1cccc(C(c2sc3nc(-c4ccco4)nn3c2O)N2CCC(O)CC2)c1 (centres undefined)	4.7%
20	COc1ccc(-c2noc(CCC(=O)Nc3ccccc3Cl)n2)cc1OC	0.0%
21	CCOC(=O)c1cc2c(=O)n3ccccc3nc2n(CC2CCCO2)c1=NC(=O)c1ccc(C)cc1 (centres undefined)	8.4%
22	CC1CCN(C(=O)CSc2nc(-c3ccccc3)no2)CC1	-0.9%
23	COc1ccc(CNC(=O)c2ccc3nc(CCc4ccccc4)oc3c2)cc1OC	0.0%
24	O=C(Cn1c(=O)c2cccn2c2ccc(F)cc21)N1CCN(c2ccc(F)cc2)CC1	5.5%
25	CCC1=Nc2cc(C(=O)NCC(C)c3ccccc3)ccc2Sc2ccc(C)cc21 (centres undefined)	3.2%
26	Cc1noc(Cn2c(=O)c3ccccc3n(CC(=O)Nc3ccccc3C(F)(F)F)c2=O)n1	-3.0%
27	O=C(Nc1ccc(C(=O)N2CCN(c3ccc(F)cc3)CC2)cc1)c1nsc2ccccc12	1.6%
28	Cc1cccc(-c2nc3c4ccccc4nc(NCCc4ccccc4)n3n2)c1	1.1%
29	COc1ccccc1-c1nc(SCC(=O)Nc2ccc(C)c(C)c2)n[nH]1	0.0%
30	Cc1nc2scc(C)n2c(=O)c1S(=O)(=O)NCc1ccccc1Cl	-4.8%

Rewritten as labelled records: 2 of the compounds above.
(8) Cc1ccc(NC(=O)N2CCc3cc(S(=O)(=O)N4CCC(C)CC4)ccc32)cc1C
  Epigenetic derep: 3.6%
(15) O=C(CSc1nc(=O)n(CCN2CCOCC2)c2c1CCC2)Nc1ccccc1
  Epigenetic derep: 1.1%

Going on with the list:
nr	Structure	Epigenetic derep
31	COc1ccc(OC)c(S(=O)(=O)Nc2cccc(-c3ccc(N4CCCCC4)nn3)c2)c1	?
32	CCc1ccc(NC(=O)C(NS(=O)(=O)c2cccs2)C(C)C)cc1 (centres undefined)	-0.1%
33	CC1CN(C(=O)NCc2ccccc2)c2cc(Cl)ccc2O1 (centres undefined)	0.8%
34	CCOc1ccccc1CNC(=O)C1=C(C)C(=O)OC12CCN(C(C)=O)CC2	-1.2%
35	Cc1cccc(OCc2ccc(-c3nc(C#N)c(NCc4cccnc4)o3)o2)c1	-1.6%
36	Cc1cccc(C(=O)NCC(c2ccc3c(c2)OCO3)N2CCN(c3ccccc3F)CC2)c1 (centres undefined)	0.0%
37	CCCCn1cc(S(=O)(=O)c2ccc(OC)cc2)c(=O)c2cc(F)c(N3CCOCC3)cc21	-1.2%
38	COc1ccc(-c2onc(C)c2C)cc1S(=O)(=O)NCc1cccs1	5.4%
39	O=C(Cn1cc(S(=O)(=O)Cc2ccc(F)cc2)c2ccccc21)NCc1ccccc1Cl	-1.2%
40	Cc1nnc(N2CCCC(C(=O)Nc3ccccc3C(F)(F)F)C2)c2nn(-c3ccccc3)c(C)c12 (centres undefined)	?
41	Cc1ccc2c(=O)cc(C(=O)N(Cc3ccc(N(C)C)cc3)C3CCS(=O)(=O)C3)oc2c1 (centres undefined)	0.0%
42	O=C(c1ccc2c(c1)N(Cc1ccccc1F)C(=O)c1ccccc1S2(=O)=O)N1CCC(Cc2ccccc2)CC1	-1.1%
43	O=C(Cn1c(=O)n(CC2CCCO2)c(=O)c2ccccc21)Nc1ccc(F)cc1F (centres undefined)	-1.8%
44	NC(=O)c1nc(Nc2ccccc2)sc1NC(=O)c1c(F)cccc1F	?
45	CC(C)(C)OC(=O)N1CCC(c2c(C(=O)N3CCN(Cc4ccccc4)CC3)cnn2-c2ccc(Cl)cc2)CC1	1.3%
46	CCCCc1cc(=O)oc2cc(C)c3c(C)coc3c12	-0.8%
47	COCCNC(=O)c1cc(Sc2ccc(F)cc2F)nc2ccccc12	4.7%
48	Brc1cccc(-c2nnc(CN3CCN(c4ccccn4)CC3)o2)c1	2.0%
49	CCOc1ccc(CCNC(=O)c2c(C)oc3ncn(CC(C)C)c(=O)c23)cc1OCC	-0.4%
50	CC(=O)c1cccc(NC(=O)c2cc(C)nc3c2c(C)nn3-c2cccc(Cl)c2C)c1	-0.4%
51	Cc1ccccc1Cn1c(=O)n(Cc2ccco2)c(=O)c2oc3ccccc3c21	2.8%
52	COc1ccc(Cl)cc1-n1c(CCC(=O)O)ccc1-c1ccc(C)cc1	-1.5%
53	COc1ccccc1OCC(=O)N(Cc1ccc(N(C)C)cc1)CC1CCCO1 (centres undefined)	1.7%
54	CCOC(=O)c1c(C)oc2nc(C)nc(NCCc3ccc(S(N)(=O)=O)cc3)c12	-1.3%
55	Cc1cc(=O)n2c(C(=O)Nc3ccc(F)c(Cl)c3)c(C(=O)Nc3cccc(C)c3C)sc2n1	-1.9%
56	CC1CCc2c(sc(NC(=O)COc3ccccc3)c2C(=O)Nc2ccccc2Cl)C1 (centres undefined)	-1.6%
57	Cc1cccc(Cn2nnc3c(=O)[nH]c(C4CCCN(C(=O)c5ccc(C(C)(C)C)cc5)C4)nc32)c1 (centres undefined)	0.0%
58	Fc1ccc(Cn2c(-c3cccc(Br)c3)nc3ccccc32)cc1	-0.3%
59	Cc1cccc(N2CCN(Cc3nnc(-c4cccc(Br)c4)o3)CC2)c1C	0.1%
60	CCOC(=O)c1[nH]c(C)c(CCC(=O)Nc2ccccc2C(=O)OC)c1C	5.8%
61	O=C(c1ccccc1)n1nc(-c2ccccc2)nc1NCc1ccc(F)cc1	1.9%
62	COc1ccc(CNC(=O)c2ccc3c(c2)N(Cc2c(F)cccc2Cl)C(=O)CS3)cc1	-0.4%
63	Cc1cccc(C)c1-n1ncc(C(=O)NCCN2CCOCC2)c1C1CCN(C(=O)OC(C)(C)C)CC1	-1.3%
64	CCc1ccccc1NC(=O)CN1C(=O)C2CCCN2c2ccc(S(=O)(=O)N(CC)CC)cc21 (centres undefined)	5.0%
65	CN(C(=O)c1nn(C)c2c1COc1ccccc1-2)c1cccc(C(F)(F)F)c1	0.2%
66	Cc1cc(Cl)ccc1NS(=O)(=O)c1cc2[nH]c(=O)c(=O)[nH]c2cc1C	-1.2%
67	Cc1cccc(C)c1NC(=O)c1nc(S(C)(=O)=O)ncc1N(Cc1ccc(F)cc1)Cc1ccco1	0.0%
68	Cc1ccc(-n2nc(C)c3c(C)cc(=O)n(CC(=O)Nc4ccc(Br)cc4F)c32)cc1	1.5%
69	CC(C)c1ccc(NC(=O)C2CCCN(S(=O)(=O)c3cccc4nsnc34)C2)cc1 (centres undefined)	?
70	CCOC(=O)c1noc2ncn(CC(=O)Nc3ccc(OC)c(Cl)c3)c(=O)c12	1.7%
71	CCc1ccc(C(=O)NC2=NC(c3ccccc3F)CC(=O)N2)cc1 (centres undefined)	-0.9%
72	COC(=O)CN1C(C(=O)c2ccccc2)=C(OC(=O)c2ccccc2)c2ccccc2S1(=O)=O	0.8%
73	Nc1nonc1-c1nc2ccccc2n1Cc1c(Cl)cccc1Cl	3.2%
74	Cc1ccc(C)c(CN2C(=O)C3(c4ccccc42)N(c2ccc(Cl)cc2)C(=O)CS3(=O)=O)c1 (centres undefined)	2.3%
75	O=C1CSC2(C(=O)N(Cc3c(F)cccc3Cl)c3ccccc32)N1c1ccc(F)c(F)c1 (centres undefined)	-0.2%
76	CCN(CC)C(=O)c1ccc2c(c1)N(Cc1c(F)cccc1Cl)C(=O)c1ccccc1S2	0.4%
77	COc1ccc(NC(=O)CN2C(=O)COc3ccc(S(=O)(=O)Nc4ccccc4)cc32)cc1	-2.9%
78	COc1ccc(OCC(=O)NCC(c2ccc(OC)cc2)N2CCCCC2)cc1 (centres undefined)	-1.5%
79	CCOc1ccccc1NC(=O)c1ccc(C(=O)Nc2ccccc2OCC)cc1	-1.6%
80	Cc1cc(F)ccc1NC(=O)CCSc1nc(-c2ccco2)cc(C(F)(F)F)n1	1.1%
81	CCS(=O)(=O)N1CCc2cc(C(=O)Nc3cccc(Cl)c3C)ccc21	-3.0%
82	O=c1cc(-c2ccccc2)nc(SCc2nc(-c3ccc(C(F)(F)F)cc3)no2)[nH]1	0.8%
83	COc1ccc(NC(=O)c2c(NC(=O)c3cccc(C)c3)sc3c2CCC3)cc1	0.3%
84	CCOC(=O)c1c(S(=O)(=O)NCC(=O)Nc2ccc(Cl)c(C(F)(F)F)c2)c(C)n(C)c1C	-1.3%
85	COc1ccccc1-c1nc2c(c(SCC(=O)Nc3c(C)cc(C)cc3C)n1)Cc1c(CO)cnc(C)c1O2	-1.3%
86	CC1=C(C(=O)OC2CCCCCC2)C(c2ccc(Cl)cc2)CC(=O)N1 (centres undefined)	6.2%
87	O=C(Nc1ccccc1Br)N1CCN2CCCCC2C1 (centres undefined)	-3.0%
88	O=C(Nc1noc2ccccc12)c1cccc(Cl)c1Cl	-1.9%
89	Cn1c(=O)c2c(SCC(=O)Nc3ccc(F)cc3F)nc(C3CCCC3)nc2n(C)c1=O	5.5%
90	COc1ccc(OC)c(C2CC(=O)Nc3ccc4ccccc4c32)c1 (centres undefined)	0.7%

New compounds follow:
nr	Structure	Epigenetic derep
91	CCc1nnc(NC(=O)CSc2nccn2-c2ccc(OC)cc2)s1	0.0%
92	COc1ccc(-c2noc(CSc3nc4ccc(C)cc4[nH]3)n2)cc1	-0.2%
93	CCOc1ccc(C(=O)c2cn(CC(=O)Nc3ccc4c(c3)OCO4)c3ccc(OCC)cc3c2=O)cc1	?
94	Cc1oc(-c2ccc(C(=O)Nc3cc(F)ccc3F)cc2)nc1COc1ccccc1	3.1%
95	COc1ccc(-c2cc(C)no2)cc1S(=O)(=O)NCc1ccc(OC(C)C)cc1	-4.0%
96	Cc1cc(C)cc(NC(=O)C2CCCN(c3nnc(C)c4c(C)n(-c5ccccc5)nc34)C2)c1 (centres undefined)	-1.6%
97	CCOCCCn1c(=N)c(C(=O)NCc2ccco2)cc2c(=O)n3ccccc3nc21	-0.1%
98	CC(=O)Nc1ccc(NC(=O)Cn2nc(C(=O)Nc3ccc(C)cc3)ccc2=O)cc1	0.0%
99	CCOC(=O)c1ccccc1NC(=O)CSc1nnc(CC)n2c1cc1occc12	0.1%
100	CCc1ccccc1NC(=O)Cn1nnc2sc3c(c2c1=O)CCC(C(C)(C)C)C3 (centres undefined)	-2.1%
101	Cc1ccc2nc(-c3c[nH]c4ccccc34)c(Nc3ccc(F)cc3)n2c1	-0.9%
102	Cc1ccc(Cl)cc1N1CCN(C(=O)COc2cc(=O)n(C)c3ccccc23)CC1	-1.1%
103	Cc1cc2oc(C(=O)Nc3cccc(-c4nc5ccccc5o4)c3)c(C)c2cc1C	?
104	O=C(Nc1ccc(F)cc1F)C1CCN(S(=O)(=O)c2ccc3[nH]c(=O)ccc3c2)CC1	5.6%

Arranged by the number under Epigenetic derep (highest first): some entries from above
cpd | structure | Epigenetic derep
94 | Cc1oc(-c2ccc(C(=O)Nc3cc(F)ccc3F)cc2)nc1COc1ccccc1 | 3.1%
99 | CCOC(=O)c1ccccc1NC(=O)CSc1nnc(CC)n2c1cc1occc12 | 0.1%
102 | Cc1ccc(Cl)cc1N1CCN(C(=O)COc2cc(=O)n(C)c3ccccc23)CC1 | -1.1%

Five entries drawn at random from the list so far:
nr	Structure	Epigenetic derep
20	COc1ccc(-c2noc(CCC(=O)Nc3ccccc3Cl)n2)cc1OC	0.0%
81	CCS(=O)(=O)N1CCc2cc(C(=O)Nc3cccc(Cl)c3C)ccc21	-3.0%
36	Cc1cccc(C(=O)NCC(c2ccc3c(c2)OCO3)N2CCN(c3ccccc3F)CC2)c1 (centres undefined)	0.0%
30	Cc1nc2scc(C)n2c(=O)c1S(=O)(=O)NCc1ccccc1Cl	-4.8%
32	CCc1ccc(NC(=O)C(NS(=O)(=O)c2cccs2)C(C)C)cc1 (centres undefined)	-0.1%
